# Source: PubChem (several laboratories)
# STK33 kinase inh – inhibitors of human STK33 kinase. Q9BYT3. purified STK33, MBP phosphorylation, ADP-Glo luminescence. inhibition, % at 10 µM. actives 0.073% (n = 320,000). AID 2661;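 active means inhibition at or above 25%, using the most active replicate where run in duplicate; inactive means inhibition below 25%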
# Target sequence (Q9BYT3 whole entry, looked up): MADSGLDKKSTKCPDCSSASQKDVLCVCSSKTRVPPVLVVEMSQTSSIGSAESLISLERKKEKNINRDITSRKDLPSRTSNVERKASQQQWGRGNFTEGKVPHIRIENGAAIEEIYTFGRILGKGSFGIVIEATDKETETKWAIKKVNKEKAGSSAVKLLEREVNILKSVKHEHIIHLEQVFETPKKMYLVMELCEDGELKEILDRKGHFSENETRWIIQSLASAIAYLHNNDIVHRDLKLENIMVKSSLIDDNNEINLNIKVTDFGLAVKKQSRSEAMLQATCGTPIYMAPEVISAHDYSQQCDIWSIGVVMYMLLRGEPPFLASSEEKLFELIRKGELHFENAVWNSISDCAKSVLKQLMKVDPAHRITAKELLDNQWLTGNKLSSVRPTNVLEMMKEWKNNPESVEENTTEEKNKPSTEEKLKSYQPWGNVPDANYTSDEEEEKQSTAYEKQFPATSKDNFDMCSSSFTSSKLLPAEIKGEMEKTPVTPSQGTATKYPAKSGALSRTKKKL
# Kir21 inh – blocks the mouse Kir2.1 inward-rectifier potassium channel; HEK293-Kir2.1, FluxOR thallium flux fluorescence; hits give low values; AID 1672; P35561; B-score at 10 µM; actives 0.85% (n = 310,000);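 active means fluorescence ratio B-score at or below minus 3 SD of library scores, with starting-brightness B-score within 2 SD, cut at about -4.2 in these data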;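 further: channel flux triggered by added potassium and thallium sulfate stimulus; B-score of peak minus minimum fluorescence over baseline after thallium stimulus; more negative B-score means stronger Kir2.1 block with less thallium influx; some compounds called inactive have numbers as strong as hits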
# Target sequence (P35561 whole entry, looked up): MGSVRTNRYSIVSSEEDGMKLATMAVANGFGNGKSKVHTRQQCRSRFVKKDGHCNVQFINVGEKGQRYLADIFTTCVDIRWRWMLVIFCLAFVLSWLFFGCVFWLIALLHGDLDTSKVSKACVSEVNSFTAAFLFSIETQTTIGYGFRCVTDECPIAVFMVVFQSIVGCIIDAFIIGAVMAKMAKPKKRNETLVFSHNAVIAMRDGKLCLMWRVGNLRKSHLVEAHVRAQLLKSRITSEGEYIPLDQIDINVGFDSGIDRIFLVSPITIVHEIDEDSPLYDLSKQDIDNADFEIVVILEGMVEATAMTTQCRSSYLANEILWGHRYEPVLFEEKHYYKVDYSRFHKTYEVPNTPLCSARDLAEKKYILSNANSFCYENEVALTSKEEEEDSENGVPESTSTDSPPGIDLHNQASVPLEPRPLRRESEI
# An asterisk follows results filed as active; nt = not tested or not shown; & = joins results of further samples.
SMILES,STK33 kinase inh,Kir21 inh
COc1ccc2[nH]cc(CCN3C(=O)c4ccc(C(=O)O)cc4C3=O)c2c1,3.6,1.81
COc1cc([N+](=O)[O-])cc(/C=N/NC(=O)CSc2ccccn2)c1O,-0.2,0.3
N#CC1(NC(=O)Cn2cc(C(F)(F)F)ccc2=O)CCCC1,-0.5,nt
COc1ccc(C2C3C(=O)N(Cc4ccccc4)C(=O)C3ON2c2ccccc2)c(OC)c1OC (stereo not given),-2.2,nt
Oc1cc(-n2cccn2)c(O)cc1-n1cccn1,-2.3,-2.75
Cc1cc(C)cc(N(CC(=O)N/N=C/c2ccncc2)S(=O)(=O)c2ccccc2)c1,-2.9,-0.13
NC(=O)c1nsc(C(=O)N(CC(=O)NC2CCCCC2)c2cccc(F)c2)c1N,-0.5,-1.47
CCCCN(C(=O)c1ccc(-c2ccc(Cl)cc2)o1)c1c(N)n(CCCC)c(=O)[nH]c1=O,-0.2,nt
Cc1cc(C)cc(NC(=O)CCNS(=O)(=O)c2cc(Br)cnc2N)c1,-0.9,-0.83
O=C(COc1ccccc1[N+](=O)[O-])N/N=C/c1ccccn1,-1.5,-0.29
COc1ccccc1/C=C/C(=O)OCC(=O)c1cc(C)n(C)c1C,-1.0,nt
Oc1ccc(/C=N/n2cnn(Cc3ccccc3Cl)c2=S)c(O)c1,-0.4,-1.28

# Complete entries as entered above. Screens in order: STK33 kinase inh	Kir21 inh
# `COc1ccccc1/C=C/C(=O)OCC(=O)c1cc(C)n(C)c1C` is entered as -1.0	nt
# `Cc1cc(C)cc(NC(=O)CCNS(=O)(=O)c2cc(Br)cnc2N)c1` is entered as -0.9	-0.83
# `CCCCN(C(=O)c1ccc(-c2ccc(Cl)cc2)o1)c1c(N)n(CCCC)c(=O)[nH]c1=O` is entered as -0.2	nt
# `COc1cc([N+](=O)[O-])cc(/C=N/NC(=O)CSc2ccccn2)c1O` is entered as -0.2	0.3
# `COc1ccc2[nH]cc(CCN3C(=O)c4ccc(C(=O)O)cc4C3=O)c2c1` is entered as 3.6	1.81

# New compounds follow:
SMILES,STK33 kinase inh,Kir21 inh
CN(C)c1nc(OCc2ccccc2)c2ncc(=O)[nH]c2n1,-0.5,-0.52
Clc1ccccc1OCc1nc(-c2ccccn2)no1,1.2,-1.39
COC(=O)c1cccc(NC(=S)Nc2cccc(Cl)c2Cl)c1,1.5,0.07
CCOc1ccccc1N1CCN(C(=O)c2c(C)noc2C)CC1,-1.1,0.69
CCCCNC(=O)CSc1nc2ccc(NC(=O)CSc3nnc(N)s3)cc2s1,-0.8,-1.42
CCOc1ccc(CC(=O)C2C(=O)CCCC2=O)cc1OCC,-1.4,0.09
NC(=O)c1cccnc1Nc1cccc([N+](=O)[O-])c1,nt,-0.11
Cc1nc(-c2ccc(Cl)cc2)sc1C1(C)CC(c2ccccc2)=NO1 (stereo not given),0.4,0.11
CCOC(=O)C1CCCN(C(=O)c2ccccc2Oc2ccccc2)C1 (stereo not given),-2.4,0.18
CCCn1c(SCC(=O)N2CCc3ccccc3C2)nc2c1c(=O)n(C)c(=O)n2C,0.1,-0.44
O=C(Nc1ccccc1)NC1CCCCC1,-1.6,-0.43
CCOc1ccc(C2C(C(C)=O)=C(O)C(=O)N2CCc2c[nH]c3ccccc23)cc1 (stereo not given),-2.2,0.45
CCN(CC)c1nc(-c2ccccc2)nc2c1sc(=S)n2CC,-0.8,-0.96
C/C(=N/NC(N)=S)c1cc2ccc(O)cc2oc1=O,3.1,-0.18
CCOc1ccccc1-n1nnnc1SCC(=O)NC(=O)NCc1ccco1,0.6,-2.11
O=C(OCCc1cc2ccccc2c(=O)o1)c1cccs1,-1.2,nt
COc1ccc(NC(=O)CCCN2C(=O)C3CC=CCC3C2=O)cc1 (stereo not given),-1.3,-1.18
COc1ccc(-n2nnnc2-c2cccc(OC)c2)cc1,-0.6,-0.34
Cc1nc(NC(C)(C)CO)c([N+](=O)[O-])cc1[N+](=O)[O-],-0.1,0
COc1ccc(-n2nc(C(=O)NCC(=O)NC3CCCC(C)C3C)c3ccccc3c2=O)cc1 (stereo not given),-0.4,0.53
Clc1ccc(COc2ccccn2)cc1Cl,nt,-0.03
COc1ccc(-c2cc3ccccc3oc2=O)cc1NC(=O)c1ccc(Br)o1,-2.0,-0.76
CCCC1=[N+](CC(C)=O)CCn2c(C)ccc21,-2.1,0.02
CC(C)(C)NC(=O)COc1ccc(-c2ccccc2)cc1,-0.6,0.23
CCCc1cc(=O)[nH]c(SCc2ccc(C#N)cc2)n1,-4.0,0.01
CCOc1ccc(Br)cc1S(=O)(=O)N1CCC(C(=O)O)CC1,0.1,1.81
S=C(c1ccc(-c2cc(Cl)ccc2Cl)o1)N1CCOCC1,1.7,0.7
Cc1ccc(S(=O)(=O)N2CCCC2CNC(=O)C(=O)Nc2ccc(F)cc2F)cc1 (stereo not given),0.0,-0.92
O=C(Nc1ccc(Cl)cc1C(=O)NCCN1CCOCC1)c1ccc(Cl)cc1Cl,-1.0,1.29
Cn1c(/N=C/c2cccs2)nc2ccccc21,0.9,0.74
CCOc1ccccc1NC(=O)CSc1nc2[nH]ncc2c(=O)[nH]1,-1.0,-0.02
COc1ccc(S(=O)(=O)N2CCOCC2)cc1NC(=O)CSc1ccccc1,-2.0,-0.06
COc1ccccc1CNC(=O)c1cc(-c2ccccc2)nn1CC1CC(c2cccc([N+](=O)[O-])c2)=NO1 (stereo not given),-2.6,-1.59
CC1Nc2ncnc(N3CCN(c4ccccn4)CC3)c2N(Cc2ccccc2)C1=O (stereo not given),-0.5,0.88
CCc1ccc(NC(=S)N(CCN(C)C)C(C)c2ccncc2)cc1 (stereo not given),0.6,-0.86
Cc1cc(C(F)(F)F)n2nc(-c3cnn(C)c3C(F)(F)F)c(Br)c2n1,0.6,1.82
Cc1ncc(CN2CCCC(C(=O)Nc3ccc(-c4ccco4)cc3)C2)cn1 (stereo not given),-2.0,1.03
CCN(CC)S(=O)(=O)c1cccc(NC(=O)CNC2CCCCCC2)c1,0.1,-2.85
CC(=O)N(Cc1cc2cc(C)c(C)cc2n2nnnc12)CC1COCCO1 (stereo not given),-0.4,0.67
CCCN(CCC)CCCNC(=O)c1cn(CC)c2ccc(S(=O)(=O)N(C)C3CCCCC3)cc2c1=O,0.7,-0.43
COC(=O)CN(C#N)c1nc(C)cc(C)n1,-2.1,-0.01
COC(=O)Nc1sc2c(c1C(=O)N1CCOCC1)CCC(C)C2 (stereo not given),-0.2,0.59
CCOC(=O)c1c(C)oc2ccc(OC(=O)COc3c(F)c(F)c(F)c(F)c3F)cc12,-0.3,0.47
CC(C)(C)OC(=O)C[C@H]1C/C=C\C[C@@H](CC(=O)N[C@H](CO)Cc2ccccc2)C(=O)N2CCC[C@H]2COC1=O,-1.5,nt
O=c1nccc(SCc2ccc(Cl)cc2Cl)[nH]1,-0.9,-1.53
COc1ccc(CNS(=O)(=O)c2ccc(S(=O)(=O)N3CCCCC3)cc2)cc1,-0.3,-1.85
COc1ccc(NC(=O)/C(=C\c2cccs2)NC(=O)c2ccco2)cc1,0.0,-1.14
Cc1ncsc1CCOC(=O)c1cccc([N+](=O)[O-])c1,-0.5&0.1,0.66&-0.6
S=c1[nH]c2ccccc2n1Cc1ccccc1,-1.0,1.68
CCOC(=O)/C(=C\Nc1ccc(OC(F)(F)F)cc1)Sc1ncc(C(F)(F)F)cc1Cl,-1.8,-1.37
CCOC(=O)C1=C(C)OC(N)=C(C#N)C1c1cc2c(cc1[N+](=O)[O-])OCO2 (stereo not given),1.8,-0.71
Cc1ccc(N2C(=O)CSC2c2c(F)cccc2Cl)cc1 (stereo not given),0.2,-0.89
COc1ccc(-n2c(SCC(=O)N3CCCCC3)nnc2-c2cccnc2)cc1,-1.4,-2.42
N#Cc1cccnc1N1CCN(C(=O)c2cccc3c2C(=O)c2ccc(-c4ccc(F)cc4OCc4ccccc4)cc2S3(=O)=O)CC1,0.2,nt
CCN1C(=O)N[C@@H](CCc2ccccc2)[C@H](C(=O)OC)[C@H]1C,1.0,0.07
FC(F)Oc1ccc(NC(=S)Nn2cnnc2)cc1,0.2,2.06
CCOC(=O)C1C(=O)C=C(Nc2ccccc2F)CC1c1ccccc1 (stereo not given),nt,-0.15
COc1ccccc1C(c1nnnn1CC1CCCO1)N1CCC(C(N)=O)CC1 (stereo not given),1.5,-0.6
CSCCC(NS(=O)(=O)c1ccc(Br)cc1)C(=O)OCC(=O)NC1CC1 (stereo not given),0.3,-0.54
CC1=Nc2ccc(C)cc2N(Cc2ccccc2)C(=O)C1,-1.0,0.08

# Among those listed so far, 3 contain a CF3 group:
SMILES,STK33 kinase inh,Kir21 inh
N#CC1(NC(=O)Cn2cc(C(F)(F)F)ccc2=O)CCCC1,-0.5,nt
Cc1cc(C(F)(F)F)n2nc(-c3cnn(C)c3C(F)(F)F)c(Br)c2n1,0.6,1.82
CCOC(=O)/C(=C\Nc1ccc(OC(F)(F)F)cc1)Sc1ncc(C(F)(F)F)cc1Cl,-1.8,-1.37

# Other structures.
SMILES,STK33 kinase inh,Kir21 inh
COc1cc(CCC(=O)NCCc2ccc(F)cc2)cc(OC)c1OC,-1.8,-0.72
C=CCN(C(=O)c1ccccn1)C(C(=O)NCc1ccccc1)c1ccccc1F (stereo not given),-0.8,0.13
Cc1ccc(C(=O)CSc2nnnn2C(C)C)c(C)c1,0.3,-0.69
Cc1ccc(-c2nc(N)n(S(=O)(=O)c3ccc(C)cc3)n2)cc1,-0.7,0.58
COc1ccc(NC(=O)N(C)C[C@H]2Oc3c(NS(=O)(=O)c4ccc(OC)cc4)cccc3C(=O)N([C@H](C)CO)C[C@@H]2C)cc1,1.1,nt
O=C(Cn1c2ccccc2c(=O)c2ccccc21)N/N=C/c1cc([N+](=O)[O-])ccc1N1CCCCC1,-0.2,0
COc1cc(NC(=O)C2CCCCC2)c(OC)cc1NC(=O)CN1CCCCC1,-1.0,-0.77
Cc1ccc2c(c1)N(CC(=O)N(Cc1ccccn1)Cc1ccco1)C(=O)C(C(C)C)O2 (stereo not given),-1.0,-1.58
CC(=O)c1ccc(N2CCN(CC(=O)Nc3ccc(N4CCOCC4)cc3)CC2)cc1,1.4,0.06
O=C(c1ccc(CS(=O)(=O)c2c(Cl)cccc2Cl)o1)N1CCN(c2ccccn2)CC1,0.6,-1.25
Cc1cc(NC(=O)CN2CCN(Cc3ccccc3)CC2)nc2c1c(=O)oc1ccccc12,0.0,0.07
Nc1ncnc(Oc2cccc(C(F)(F)F)c2)c1[N+](=O)[O-],-1.2,0.78
O=S(=O)(/C=C/c1ccccc1)Nc1cccc(S(=O)(=O)NC2=NCCC2)c1,0.4,-1.96
Cc1cccn2cc(-c3cc4ccccc4oc3=O)nc12,0.6,1.22
COc1ccccc1N1C(=O)CC(N2CCN(c3ccc([N+](=O)[O-])cc3)CC2)C1=O (stereo not given),-0.3,0.21
CC(=O)[C@@H]1[C@@H]2C(=O)N(c3ccc(F)c(Cl)c3)C(=O)[C@@H]2C2c3ccccc3C=CN21 (stereo not given in full),-1.5,0.97
CCCC(=O)Nc1nnc(S(=O)(=O)N2CCCC2)s1,-0.3,1.83
CC(C)c1ccc(NC(=O)c2sccc2-n2cccc2)cc1,-0.9,0.79
CCOc1ccc(NC(=O)CCc2c(C)nn(-c3ccc(N4CCCCC4)nn3)c2C)cc1,-1.1,-0.09
O=C(CSc1ccccn1)N1CCOCC1,-3.2,1.87
Cc1c(NC(=O)CSCc2ccccc2)cccc1C(=O)O,-0.1,3.67
CC(C)(C)N(Cc1ccccc1)C(=O)COC(=O)c1ccccc1SCC(=O)N1CCCC1,0.3,0.86
CCCCCCCNC(=O)c1ccc(N2CCC3(CC2)OCCO3)c([N+](=O)[O-])c1,0.7,0.67
CC1CC(C)CN(C(=O)CNC(=O)c2ccc3ccccc3c2)C1 (stereo not given),1.2,-1.75
CC(C)C(=O)N1CCN(c2ccc(NC(=O)c3ccc(Br)o3)cc2)CC1,5.5,-0.84
Cc1ccc(C)c(NC(=O)Cn2nnc(-c3ccc(N4CCOCC4)cc3)n2)c1,1.2,-0.15
O=C(CN1CCCCC1)NNC(=O)c1ccc([N+](=O)[O-])cc1,0.9,0.4
CCN(CC)CCOC(=O)c1ccc(NC(=O)COc2cc(=O)n(CC)c3ccccc23)cc1,1.4,-1.34
Cc1n[nH]c(C)c1CCNCc1ccc(OCC(O)CN2CCCCC2)cc1 (stereo not given),-1.8,-0.75
CCOc1ccc(N/C(=N/c2nc(C)cc(C)n2)NC(=O)CC)cc1,-4.2,0.53
COc1ccc(CCCc2nnc(SCc3nc4ccccc4c(=O)[nH]3)n2C)c(C)c1,-1.3,0.19
Cc1ccccc1C(=O)N1CCC(C(=O)NN2C(=O)NC3(CCCCC3)C2=O)CC1,0.9,nt
O=C(Nc1ccc2c(c1)C(=O)NC2=O)c1ccc(S(=O)(=O)N2CCCC2)cc1,4.9,0.55
COc1c(O)cnn(-c2ccccc2)c1=O,-0.4,0.86
Cc1cccc2cc(CN(Cc3cccnc3)C(=O)c3ccccc3F)c(Cl)nc12,0.1,-0.23
CC1=C(C)/C(=N\OC(=O)/C=C/c2ccccc2)C=CC1=O,-0.1,0.02
O=C(Oc1ccccc1Cl)c1ccc(N2CCOCC2)c([N+](=O)[O-])c1,nt,1.07
Cc1ccc(C(=O)NCC(=O)NCc2ccccc2F)s1,-0.2,nt
COc1cc(/C=N/NC(N)=O)ccc1OCC(=O)Nc1ccc(C)c(C)c1,-3.7,-2.07
O=C1C(Cl)=C(N2CCCCCC2)C(=O)N1c1ccc(Cl)cc1,-0.7,-0.24
O=C(CCCSc1nc2ccccc2s1)NCc1ccc2c(c1)OCO2,-0.4,-0.48
Cc1c(C(=O)N2CCOCC2)oc2ccc(S(=O)(=O)N3CCCCCC3)cc12,-0.2,-0.84
COc1cc(/C=C2\SC(=O)N(CC(=O)Nc3ccccc3F)C2=O)cc(Cl)c1O,-1.5,-0.39

# The order is random (roughly 0.84% active in at least one column).
